Screening data from PubChem.
INS-1E GSIS act: GLuc luminescence reporter in INS-1E cells, primary screen for activators of glucose-dependent secretion of insulin | INS-1E GLuc reporter insulin secretion, 2-3 h | activation, % at 16.6 µM | actives 0.61% (n = 370,000);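 active = lowest replicate activation of at least 40%, so every replicate reaches that level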;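 note: 0% = median of neutral control wells and 100% = median of IBMX positive control wells; some compounds called inactive have numbers as strong as hits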
EWS-Fli block: EWS/Fli-driven NR0B1 reporter inhibitors, primary screen, A673 cells, NR0B1 luciferase, luminescence, MLPCN library. viability-normalised. inhibition, % at 12.6 µM. actives 0.67% (n = 350,000). AID 651661, 2012;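 active = mean inhibition of at least 50% after viability correction, with every replicate also passing that limit; inconclusive = mean reaches 50% but only one of two replicates passes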;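 note: firefly luciferase signal divided by Alamar Blue viability fluorescence both relative to DMSO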
ARNT TACC3 PPI: disruptors of ARNT/TACC3 protein interaction, primary screen, biochemical, AlphaScreen, single concentration; actives 0.66% (n = 390,000); Transforming acidic coiled-coil-containing protein 3 (Homo sapiens), Q9Y6A5; AlphaScreen His-ARNT PAS-B/GST-TACC3 binding, luminescence; TACC3 fragment carries E629A point mutation; inhibition, % at 9.99 µM;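 active = mean inhibition of replicates at least 50% and at least half of replicates each reaching 50%; inconclusive = half or more replicates reach 50% but mean below 50%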;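 note: 0% = complete ARNT plus TACC3 wells and 100% = ARNT alone without TACC3; many hits fall short of the cut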
PAX8 inh HTS: inhibitors of PAX8-driven TPO luciferase reporter, primary screen, RMG-I cells, single concentration. SteadyGlo, 24 h. AID 652154, 2013. inhibition, % at 12.6 µM. actives 1.2% (n = 360,000);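 active = mean replicate inhibition at least 60% with every replicate also reaching 60%; inconclusive = only one of the two criteria is met; inactive = mean below 60% and not all replicates reaching 60%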;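 note: luciferase light reporting Pax8 driven TPO promoter activity; plate controls were median of neutral control wells for no effect and mitoxantrone controls for full effect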
DENV2 CPE: inhibitors of DENV2 cytopathic effect, primary screen, cell-based, plate reader, single concentration. DENV2-infected cells, cytopathic effect rescue. CPE inhibition, % at 9.99 µM. actives 1.7% (n = 350,000); in the data active = CPE inhibition above about 20%, passing the limit was not always enough; inconclusive = no clear call, values can overlap the other calls; tested in BHK-21 cells;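 note: 0% = median of neutral control wells and 100% = median of positive control wells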
F508del corr: F508del CFTR correction, initial screen, CFBE line, single point; actives 0.36% (n = 350,000); CFBE cells, YFP halide quenching; stimulated with forskolin plus potentiator P3; % fluorescence drop versus neutral controls; AID 720511, 2013; activity (quench increase), % at 7.58 µM;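 active = mean added fluorescence quench of at least 8% versus neutral control, with both replicates also reaching 8%; inconclusive = only one of the mean or replicate conditions met; inactive = mean below 8% and not both replicates reaching 8%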;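 note: cells transiently co-express mutant CFTR-F508del with the halide-sensitive YFP; corrector assay measuring rescue of mutant channel to the surface after 24 h compound exposure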
ERp5 inh: inhibitors of ERp5-driven insulin aggregation, primary screen, biochemical, turbidity, absorbance 650 nm, single point | Protein disulfide-isomerase A6 (Homo sapiens), Q15084 | inhibition, % at 9.99 µM | actives 0.05% (n = 350,000) | 90 min | AID 651711, 2012;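 active = mean replicate inhibition above about 25%, with every replicate also reaching it, limit read from the data, passing the limit was not always enough; inconclusive = only one of those two criteria met; inactive = neither criterion met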
Target sequence (Q15084 whole entry, looked up): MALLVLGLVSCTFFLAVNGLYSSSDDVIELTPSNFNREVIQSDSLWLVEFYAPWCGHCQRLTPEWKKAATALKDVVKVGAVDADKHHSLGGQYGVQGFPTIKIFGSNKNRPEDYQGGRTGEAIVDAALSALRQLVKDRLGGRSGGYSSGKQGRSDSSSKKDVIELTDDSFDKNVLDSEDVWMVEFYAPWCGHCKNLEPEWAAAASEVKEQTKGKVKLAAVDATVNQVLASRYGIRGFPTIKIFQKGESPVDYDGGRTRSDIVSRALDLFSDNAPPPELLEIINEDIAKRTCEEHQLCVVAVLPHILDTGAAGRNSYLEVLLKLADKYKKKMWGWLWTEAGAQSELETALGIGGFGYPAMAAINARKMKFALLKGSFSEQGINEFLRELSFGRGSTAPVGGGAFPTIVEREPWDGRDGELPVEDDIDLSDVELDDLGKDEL
Xi reactivation: activators of inactive X chromosome reactivation, primary screen, imaging, XiGFP fibroblasts, GFP high-content imaging, set 2; XiGFP mouse fibroblasts, % GFP-positive cells imaging, 3 d; cells co-treated with 5-aza-dC sensitizer; scaled so ellipticine positive control = 100%; activation, % at 7.58 µM; actives 0.055% (n = 360,000); AID 743238, 2013;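 active = mean normalized replicate activation at least 10% and every replicate at or above 10%; inconclusive = only one of the two criteria met; inactive = mean below 10% and not all replicates reach 10%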;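 note: 0% = median of on-plate neutral control wells and 100% = ellipticine 6 µM median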
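assay system = SV40-immortalized XiGFP fibroblast cells, line 68-5-11 | buffer or medium = DMEM plus 5-aza-dC sensitizer | doses = single-point pinned compound dosing | times = 3-day compound exposure, then 15 min fixation at room temperature | benchmarks = positive control ellipticine, 6 µM final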
Numbers without * were called inactive; & = joins results of further samples.

C[C@@H]1CN([C@H](C)CO)C(=O)Cc2cc(NS(=O)(=O)c3cn(C)cn3)ccc2O[C@@H]1CN(C)S(=O)(=O)c1ccc(F)cc1 was read as INS-1E GSIS act 10, EWS-Fli block -4, DENV2 CPE 2, F508del corr -0.3, ERp5 inh -7 and Xi reactivation -0.9.
For O=C(Nc1nc2ccc(S(=O)(=O)N3CCCC3)cc2s1)c1ccco1 the results were INS-1E GSIS act 0, EWS-Fli block -5, ARNT TACC3 PPI -14, PAX8 inh HTS -28, DENV2 CPE 3, ERp5 inh 0 and Xi reactivation -0.4.
`Cc1occc1C(=O)N/N=C/c1cccnc1` gave INS-1E GSIS act 15, EWS-Fli block -25, ARNT TACC3 PPI -1, DENV2 CPE 1, F508del corr 4.0 and ERp5 inh -3.
CCCNC(=O)N1C[C@@H]2N[C@H](C1)C2c1ccc(-c2cccc(F)c2)cc1 (stereo partly drawn) was read as INS-1E GSIS act -6&4, EWS-Fli block 6&-2, PAX8 inh HTS 8&-9, DENV2 CPE inconclusive, F508del corr 1.7&-3.8 and Xi reactivation 0.1&0.0.
COc1ccc(-c2cnc3c(c2)C(=O)N([C@H](C)CO)C[C@@H](C)[C@@H](CN(C)C(=O)NC2CCCC2)O3)cc1 was read as INS-1E GSIS act 1&13, EWS-Fli block 4&-4&-9, ARNT TACC3 PPI -2&-6, PAX8 inh HTS 1&-8&-20, DENV2 CPE 17&18&-6, F508del corr 2.1&5.5&1.1, ERp5 inh -2&1&-2 and Xi reactivation 0.0&-0.3.
For C[C@H](CO)N1C[C@H](C)[C@@H](CN(C)Cc2ccc(C(=O)O)cc2)Oc2ccc(NC(=O)Cc3cn(C)c4ccccc34)cc2CC1=O the results were INS-1E GSIS act 1, EWS-Fli block 5, DENV2 CPE 2, F508del corr 1.1 and Xi reactivation -0.7.
O=C(NCCNC(=O)c1ccco1)c1ccco1 was read as INS-1E GSIS act 21, EWS-Fli block 0, ARNT TACC3 PPI -24, PAX8 inh HTS 17, DENV2 CPE -7, F508del corr 0.3, ERp5 inh 3 and Xi reactivation 0.3.
C[C@H]1CN([C@@H](C)CO)C(=O)c2cc(NS(=O)(=O)c3cccs3)ccc2O[C@H]1CN(C)S(=O)(=O)c1ccccc1 was read as INS-1E GSIS act 2, EWS-Fli block -1, ARNT TACC3 PPI -13, PAX8 inh HTS 10, DENV2 CPE 4, F508del corr 0.6, ERp5 inh -8 and Xi reactivation -1.1.
Screening Clc1cccc(Cl)c1Cn1cc(Br)cn1 returned INS-1E GSIS act 10, EWS-Fli block 10, ARNT TACC3 PPI -13, F508del corr -0.1 and ERp5 inh 2.
Screening COc1ccc(C)c2sc(=NC(=O)C(C)C)n(C)c12 returned INS-1E GSIS act -1, EWS-Fli block -10, ARNT TACC3 PPI -3, PAX8 inh HTS -18, DENV2 CPE -1, F508del corr 1.3, ERp5 inh 0 and Xi reactivation -0.1.
`Cc1ccc2nc(/C(C#N)=C\c3ccc(Oc4ccc(C(F)(F)F)cc4[N+](=O)[O-])cc3)[nH]c2c1` gave EWS-Fli block 24, ARNT TACC3 PPI -2, PAX8 inh HTS 1, DENV2 CPE -3, ERp5 inh -3 and Xi reactivation 0.1.
`O=C1CCCN2N=C(SCC(=O)Nc3ccc(F)cc3F)SC2=N1` gave INS-1E GSIS act -7, EWS-Fli block -11, ARNT TACC3 PPI 4, PAX8 inh HTS -13, DENV2 CPE -1, F508del corr 1.3, ERp5 inh 2 and Xi reactivation 0.2.
O=C(Nc1cccc(F)c1)N1CCN(C(=O)c2ccco2)CC1 was read as INS-1E GSIS act -11, ARNT TACC3 PPI -4, PAX8 inh HTS -4, DENV2 CPE -6, F508del corr 3.5, ERp5 inh -9 and Xi reactivation 0.1.
CC(C)N(Cc1ccccc1)C(=O)CN1C(=O)NC2(CCCCCC2)C1=O was read as INS-1E GSIS act -25, EWS-Fli block 0, ARNT TACC3 PPI -10, PAX8 inh HTS 4, DENV2 CPE inconclusive, F508del corr 1.0, ERp5 inh 10 and Xi reactivation 0.0.
`COC(=O)C1=C(C)NC(=O)NC1c1c(O)ccc2ccccc12` (stereo not drawn) gave INS-1E GSIS act 5, EWS-Fli block 7, ARNT TACC3 PPI -4, PAX8 inh HTS 5, DENV2 CPE -4, F508del corr -1.8, ERp5 inh 3 and Xi reactivation 0.0.
For CN1c2ccc(C#Cc3cccc(F)c3)cc2[C@H]2[C@H](CCN2S(=O)(=O)c2ccccc2F)[C@@H]1CO the results were INS-1E GSIS act 23, EWS-Fli block 0, ARNT TACC3 PPI -6, PAX8 inh HTS -14, DENV2 CPE -7, F508del corr 0.2, ERp5 inh 5 and Xi reactivation 0.4.
Screening C/C=C/c1ccc2c(c1)O[C@H](CN(C)C(=O)c1cccc(F)c1)[C@H](C)CN([C@H](C)CO)S2(=O)=O returned INS-1E GSIS act 9, EWS-Fli block 8, ARNT TACC3 PPI 1, DENV2 CPE -7, F508del corr -4.1, ERp5 inh 4 and Xi reactivation 0.1.
Screening OCC1(Cc2ccccc2C(F)(F)F)CCN(Cc2ccc3c(c2)CCO3)CC1 returned INS-1E GSIS act -1, EWS-Fli block -8, ARNT TACC3 PPI -1, PAX8 inh HTS -1, DENV2 CPE 1, F508del corr 2.4, ERp5 inh -7 and Xi reactivation 0.0.
CN(CC(=O)N1CCCCC1)S(=O)(=O)c1cccc2cccnc12 was read as INS-1E GSIS act 2, EWS-Fli block -4, ARNT TACC3 PPI -6, PAX8 inh HTS 12, DENV2 CPE 2, F508del corr -4.7, ERp5 inh 6 and Xi reactivation 0.1.
CNC[C@H]1Oc2ccc(NC(=O)CCCN(C)C)cc2C(=O)N([C@H](C)CO)C[C@H]1C was read as INS-1E GSIS act 13, EWS-Fli block -5, ARNT TACC3 PPI -10, PAX8 inh HTS 16, DENV2 CPE -3, F508del corr -1.0, ERp5 inh -3 and Xi reactivation -0.8.
`O=Cc1c(NCc2ccc(Cl)cc2)c2ccccc2[nH]c1=O` gave INS-1E GSIS act 25, EWS-Fli block 7, ARNT TACC3 PPI -8, PAX8 inh HTS -2, DENV2 CPE -6, F508del corr 0.7, ERp5 inh -1 and Xi reactivation 0.0.
Cc1cc(C(=O)NNC(=O)c2cccs2)c(C)o1 was read as INS-1E GSIS act 9, EWS-Fli block -14, PAX8 inh HTS -17, DENV2 CPE -5, F508del corr -1.3, ERp5 inh 6 and Xi reactivation 0.0.
Screening CC(=O)OC[C@@H]1CN(Cc2ccccc2)C[C@H](n2cnc3c(NCc4ccc(F)cc4)ncnc32)O1 returned INS-1E GSIS act -25, EWS-Fli block 7, PAX8 inh HTS 8, DENV2 CPE 5, F508del corr 3.8, ERp5 inh -13 and Xi reactivation 0.0.
For O=c1[nH]c(SCc2cccc(F)c2)nc2ccccc12 the results were INS-1E GSIS act -5, EWS-Fli block -6, ARNT TACC3 PPI -4, PAX8 inh HTS 3, DENV2 CPE 0, F508del corr 1.1, ERp5 inh 2 and Xi reactivation 0.0.
`Cc1cc(NS(=O)(=O)c2c(C)[nH]c(=O)[nH]c2=O)ccc1Br` gave INS-1E GSIS act -11, EWS-Fli block 4, ARNT TACC3 PPI -4, PAX8 inh HTS 26, DENV2 CPE 2, F508del corr 1.2, ERp5 inh 3 and Xi reactivation 0.0.
Screening Cc1noc(C)c1S(=O)(=O)N(C)C[C@H]1OCc2ccccc2-c2c(n(C)c3ccccc23)C(=O)N([C@@H](C)CO)C[C@H]1C returned INS-1E GSIS act 3, EWS-Fli block 12, ARNT TACC3 PPI 7, PAX8 inh HTS 26, DENV2 CPE 4, F508del corr 4.1, ERp5 inh -9 and Xi reactivation 0.1.
For CCc1nc2c(OCCn3cccc3)cccn2c1N(C)C(=O)c1ccc(OC)cc1 the results were INS-1E GSIS act 5, EWS-Fli block 0, PAX8 inh HTS -13, DENV2 CPE 15, F508del corr -2.4, ERp5 inh 1 and Xi reactivation -0.1.
CCOc1cc(/C=N/n2cnnc2)ccc1OS(=O)(=O)c1ccc(C)cc1 was read as INS-1E GSIS act -7, EWS-Fli block -2, ARNT TACC3 PPI 7, PAX8 inh HTS -4, DENV2 CPE 1, F508del corr -2.5, ERp5 inh -3 and Xi reactivation 0.0.
`CO[C@@H]1CN(C)C(=O)c2ccc(NC(=O)C3CCC3)cc2OC[C@H](C)N(Cc2ccncc2)C[C@H]1C` gave INS-1E GSIS act 5, EWS-Fli block 0, ARNT TACC3 PPI -4, PAX8 inh HTS -2, DENV2 CPE -5, F508del corr 1.3, ERp5 inh 1 and Xi reactivation 0.0.
For C[C@@H]1CCCCO[C@H](CN(C)C(=O)Nc2ccccc2)[C@@H](C)CN([C@H](C)CO)C(=O)c2cc(NC(=O)CCC(F)(F)F)ccc2O1 the results were INS-1E GSIS act 7, EWS-Fli block -13, ARNT TACC3 PPI -11, PAX8 inh HTS -18, DENV2 CPE 1, F508del corr 0.3, ERp5 inh 6 and Xi reactivation -0.1.
`CC/C(C)=N/NC(=O)c1[nH]c2ccc(C)cc2c1-c1ccccc1` gave INS-1E GSIS act 18, EWS-Fli block -3, ARNT TACC3 PPI 4, PAX8 inh HTS 6, DENV2 CPE -7, F508del corr -0.2, ERp5 inh 1 and Xi reactivation 0.0.
CCC(=O)N1C[C@H](C)[C@H](OC)CN(C)C(=O)c2ccc(NC(=O)C3CCOCC3)cc2OC[C@H]1C was read as INS-1E GSIS act 2, EWS-Fli block -2, ARNT TACC3 PPI 3, PAX8 inh HTS 4, F508del corr -1.8 and Xi reactivation -0.4.
`Cc1ccc(S(=O)(=O)N(C)C[C@H]2Oc3ccc(NC(=O)Nc4c(C)noc4C)cc3C(=O)N([C@H](C)CO)C[C@@H]2C)cc1` gave INS-1E GSIS act 12, EWS-Fli block -7, ARNT TACC3 PPI -6, PAX8 inh HTS -3, DENV2 CPE -5, F508del corr 2.4, ERp5 inh 0 and Xi reactivation 0.5.
`NS(=O)(=O)c1ccc(NC(=O)CN2C(=O)C3C4C=CC(C4)C3C2=O)cc1` (stereo not drawn) gave INS-1E GSIS act 5, EWS-Fli block 7, PAX8 inh HTS -7, DENV2 CPE -5, F508del corr -3.3, ERp5 inh 6 and Xi reactivation 0.0.
Screening CS(=O)(=O)N1CC(=O)N2[C@H](CO)[C@H](c3ccc(C#CCC4CCCC4)cc3)[C@H]2C1 returned INS-1E GSIS act 4, EWS-Fli block -8, PAX8 inh HTS 76*, DENV2 CPE 3, F508del corr 2.2, ERp5 inh -1 and Xi reactivation 0.1.
For O=C(Nc1ccc(F)cc1)N[C@H]1C=C[C@@H](CC(=O)N2CCOCC2)O[C@@H]1CO the results were INS-1E GSIS act 5, EWS-Fli block 4, PAX8 inh HTS 0, DENV2 CPE 10, F508del corr -0.9, ERp5 inh -1 and Xi reactivation -0.5.
For CC(=O)N1C[C@@H](CO)[C@@H](N(C)C(=O)C(C)(C)C)C[C@H]1c1ccccc1Br the results were INS-1E GSIS act -9, EWS-Fli block -5, PAX8 inh HTS -9, DENV2 CPE 2, F508del corr -0.4, ERp5 inh 1 and Xi reactivation 0.1.

Not a hit list, and some 4.2% of all compounds hit somewhere here.
